GLD-1 TGE inh – GLD-1-TGE RNA interaction inhibition (C. elegans). Q17339. purified GLD-1 + fluorescein TGE RNA, fluorescence polarization. inhibition, % at 5.96 µM. 0.44% of 320,000 active. AID 2280;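 active = percent inhibition above a per-plate cutoff, the plate mean of test compounds plus 3 SD, cut at about 30% in these data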;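 note: 0% = DMSO wells with GLD-1 and probe and 100% = wells lacking GLD-1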
Bcl-xL primary – inhibitors of human Bcl-xL; AID 2129; 0.7% of 320,000 active; inhibition, % at 10.9 µM; GST-Bcl-xL / FITC-Bim BH3 peptide fluorescence polarization; Q07817;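 active = inhibition above the mean of all tested compounds plus 3 SD, cutoff set per campaign, cut at about 30% in these data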;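 note: 0% = DMSO wells and 100% = unlabeled Bim-BH3 peptide competitor; inhibitors lower millipolarization by displacing the labeled peptide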
Target sequence (Q07817 whole entry, looked up): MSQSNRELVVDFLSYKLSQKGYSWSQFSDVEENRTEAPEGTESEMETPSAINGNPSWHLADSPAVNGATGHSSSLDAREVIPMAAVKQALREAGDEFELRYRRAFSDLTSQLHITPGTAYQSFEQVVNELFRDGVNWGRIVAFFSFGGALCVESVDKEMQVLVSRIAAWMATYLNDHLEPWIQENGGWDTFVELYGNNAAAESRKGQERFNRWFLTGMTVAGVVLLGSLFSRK
Fam108B counter – Fam108B inhibition, counter-screen for RBBP9 inhibitors | recombinant Fam108B, FP-Rh probe fluorescence polarization | inhibition, % at 9.51 µM | 0.33% of 300,000 active;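 active = inhibition above the screen mean inhibition plus 3 SD, computed separately per campaign, cut at about 18% in these data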;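 note: inhibitors lower polarization as less probe binds the enzyme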
pPAFAH FP inh – pPAFAH (human) enzyme inhibition | recombinant pPAFAH, FP-rhodamine probe fluorescence polarization | inhibition, % at 3.39 µM | Q13093 | 1.5% of 330,000 active | AID 463082;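 active = inhibition above the mean inhibition across the screen plus 3 SD, cut at about 25% in these data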;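 note: inhibitors block binding of the rhodamine activity-based probe so polarization drops; 0% = enzyme with DMSO and 100% = wells lacking pPAFAH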
PAFAH1B2 inh – PAFAH1B2 (human) inhibition; P68402; recombinant PAFAH1B2, FP-rhodamine activity probe, fluorescence polarization; inhibition, % at 3.39 µM; 1.2% of 340,000 active; AID 492953;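 active = inhibition above the mean of all tested compounds plus 3 SD, cut at about 24% in these data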;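 note: 0% = enzyme with DMSO and 100% = wells lacking PAFAH1B2; many of its hits are not listed in these tables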
MCL1-BIM inh – inhibitors of human MCL1 binding to BIM-BH3 peptide. inhibition, % at 10.9 µM. AID 2057. Q07820. GST-MCL1 / FITC-Bim-BH3 fluorescence polarization. 0.68% of 320,000 active;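 active = inhibition above the mean inhibition of all tested compounds plus 3 SD, set per campaign, cut at about 40% in these data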;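 note: 0% = DMSO wells and 100% = unlabeled Bim-BH3 peptide control; higher means more loss of mP so more displacement of Bim peptide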
PME-1 inh – blocks human protein phosphatase methylesterase 1; Q9Y570; recombinant PME-1, FP-Rh probe fluorescence polarization; inhibition, % at 5.9 µM; 0.53% of 320,000 active; AID 2130;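 active = inhibition above the campaign mean of all compounds plus 3 SD, cut at about 26% in these data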;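 note: competitive labeling of PME-1 active site by serine hydrolase directed probe; 0% = PME-1 with DMSO and 100% = wells lacking PME-1 enzyme; inhibitors block probe labeling so polarization falls and inhibition rises; many of its hits are not listed in these tables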
Target sequence (Q9Y570 whole entry, looked up): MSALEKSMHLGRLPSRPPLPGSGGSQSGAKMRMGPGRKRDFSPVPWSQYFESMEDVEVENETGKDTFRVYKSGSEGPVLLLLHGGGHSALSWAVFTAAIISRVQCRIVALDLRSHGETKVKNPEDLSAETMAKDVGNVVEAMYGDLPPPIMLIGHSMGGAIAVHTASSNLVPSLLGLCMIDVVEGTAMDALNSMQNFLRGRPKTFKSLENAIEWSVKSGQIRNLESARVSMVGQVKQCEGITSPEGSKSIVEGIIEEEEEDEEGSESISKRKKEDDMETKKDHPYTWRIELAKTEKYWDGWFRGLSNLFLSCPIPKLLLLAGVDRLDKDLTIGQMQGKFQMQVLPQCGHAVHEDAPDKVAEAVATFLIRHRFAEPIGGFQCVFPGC
MEX-5 binding – C. elegans MEX-5 TCR-2 RNA binding activity. Q9XUB2. MEX-5/FITC-TCR2 RNA binding, fluorescence polarization; hits give low values. activity score (negative = inhibition of binding), % at 10 µM. 0.38% of 300,000 active. AID 1832;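 active = inhibition past about -25% in most replicates, and total fluorescence under double the plate's negative control median, limit read from the data; inconclusive = replicates evenly split on the limit, or fluorescence at least double controls; inactive = too little inhibition in most replicates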;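 note: 0% = DMSO and -100% = 5 µM competing unlabeled TCR2 RNA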
Target sequence (Q9XUB2 whole entry, looked up): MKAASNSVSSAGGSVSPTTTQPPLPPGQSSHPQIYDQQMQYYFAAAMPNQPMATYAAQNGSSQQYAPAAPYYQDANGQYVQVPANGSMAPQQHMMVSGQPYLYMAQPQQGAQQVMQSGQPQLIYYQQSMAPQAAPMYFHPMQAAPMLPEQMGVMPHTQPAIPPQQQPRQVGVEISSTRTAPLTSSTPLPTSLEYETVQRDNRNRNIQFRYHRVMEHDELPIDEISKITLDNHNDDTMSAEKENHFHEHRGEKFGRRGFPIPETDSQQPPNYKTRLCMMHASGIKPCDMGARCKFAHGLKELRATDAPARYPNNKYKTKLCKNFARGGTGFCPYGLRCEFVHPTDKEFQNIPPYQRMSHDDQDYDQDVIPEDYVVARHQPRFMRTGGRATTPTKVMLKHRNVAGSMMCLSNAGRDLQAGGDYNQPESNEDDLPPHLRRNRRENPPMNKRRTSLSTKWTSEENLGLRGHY
AHR activator – activates the human aryl hydrocarbon receptor. 2.5% of 320,000 active. AID 2796. AHR-responsive luciferase reporter cells, luminescence. activation, % at 5 µM; in the data active = activation above about 47%;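 note: 0% = vehicle wells and 100% = reference agonist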
Active calls of the source: *; ? = inconclusive; . = not tested or not shown; & = joins results of further samples.

Below each compound – GLD-1 TGE inh	Bcl-xL primary	Fam108B counter	pPAFAH FP inh	PAFAH1B2 inh	MCL1-BIM inh	PME-1 inh	MEX-5 binding	AHR activator
> O=C(CNC(=O)c1ccccn1)N/N=C/c1ccccc1
  8	2	-3	4	2	0	-4	3.5	0
> CCN1C(=O)c2ccc(C(=O)Nc3ncc(C)s3)cc2C1=O
  -2	1	-2	2	-1	6	6	2.6	-1
> CCOC(=O)N1CCN(Cc2nc(-c3cccs3)no2)CC1
  -6	0	5	0	3	0	2	-0.4	5
> Cc1cccc(N2CCN(C(=O)[C@H](C)N3C(=O)C4CC=CCC4C3=O)CC2)c1C (stereo not given in full)
  3	.	.	4	1	.	.	.	5
> O=C(CCC1=NS(=O)(=O)c2ccccc2N1)NC1CCCCCCC1
  8	7	3	-1	10	3	-6	0.9	5
> CCOc1ccc(CCNS(=O)(=O)c2cccc3nsnc23)cc1OCC
  -2	2	4	5	2	-7	-4	2.0	11
> CCc1ccc(-c2cc(C)no2)cc1S(=O)(=O)NCc1ccccc1OC
  -3	2	0	-1	7	0	10	-1.8	7
> Cc1cc(C)n2nc(C(=O)OCC(=O)N(CC(C)C)C3CCS(=O)(=O)C3)nc2n1 (stereo not given)
  -2	.	.	2	5	.	.	.	0
> COc1ccc(C(=O)Nc2cccc(C(=O)NCc3ccccc3)c2)cc1
  -3	8	-6	3	-2	1	-4	0.7	14
> CCn1nc(C(=O)NNC(=O)c2cc(Cl)ccc2OC)c2ccccc2c1=O
  3	-2	.	2	4	-4	0	.	47
> COC(=O)Cn1cc(C(=O)C(C)(C)C)c2ccccc21
  0	2	0	2	8	6	6	-1.3	1
> O=C(O)c1ccc(S(=O)(=O)c2ccc3c(c2)C(=O)N(c2ccccc2[N+](=O)[O-])C3=O)cc1
  -2	2	5	0	5	-1	-2	0.8	2
> CCSC1(SCC)N=C(N)C2(C#N)C(c3ccccc3)NC(C)=CC12C#N (stereo not given)
  7	4	-1	-2	-1	13	-2	-0.7	3
> CCOCC(=O)Nc1ccc(S(=O)(=O)N2CCOCC2)cc1
  1	3	4	0	4	5	2	-0.7	-1
> Cc1ccc(SCCNC(=S)Nc2ccccc2)cc1
  2	11	0	6	21	11	1	0.6	-4
> O=C1Nc2ccccc2C1=Nc1cccc(Cl)c1
  -4	12	0	-3	-1	9	3	-3.3	5
> CCCCN(C)CCN1C(=O)C2C(C(=O)Nc3cccc(OC)c3)C3C=CC2(O3)C1C(=O)NC1CCCCC1C (stereo not given)
  -5	4	0	-2	1	10	-2	-2.0	2
> CC(CCc1ccc(O)cc1)NCc1ccc(Br)cc1 (stereo not given)
  -6	4	3	-10	12	4	-8	3.6	7
> NCCCS(=O)(=O)O
  3&3	0&5	2&-4	3&-1	-2&-3	4&1	0&-1	0.8	-5&-2
> Cc1sc2nc(SCC(N)=O)n(C)c(=O)c2c1C
  0	-1	-5	7	9	-3	1	-0.5	-3
> O=C(CSc1ncccc1C(=O)O)NCc1ccc(F)cc1
  2	3	-4	4	10	3	-6	1.2	1
> Cc1cc(NS(=O)(=O)Cc2ccccc2)no1
  6	1	4	1	3	1	-1	-1.7	-4
> CC1(C)Cc2ccccc2C(NNC(=O)c2ccccc2)=N1
  10	11	2	1	6	12	-3	-1.9	1
> Cc1cc(=O)n2[nH]c(-c3ccccc3)cc2n1
  -4	2	2	-1	0	-4	-6	-1.2	31
> O=C(c1ccc(=O)n(Cc2ccc(Cl)c(Cl)c2)c1)N1CCOCC1
  5	4	2	6	0	9	0	0.7	0
> Cn1c(SCC(=O)Nc2ccccc2)nnc1-c1ccc2nonc2c1
  10	-3	1	3	3	-5	1	0.2	1
> COc1ccccc1-c1cc(C(=O)N2CCN(c3ccc(F)cc3)CC2)no1
  -3	4	-2	-1	3	0	3	-1.9	0
> COc1ccc(C(C(=O)NC2CCCCC2)N(C(=O)c2snc(C(N)=O)c2N)c2ccccc2OC)cc1 (stereo not given)
  3	6	-5	6	-1	-5	-2	1.3	-1
> O=C(c1ccco1)N1CCN(S(=O)(=O)c2ccc3[nH]c(=O)oc3c2)CC1
  5	3	0	6	3	-2	0	0.0	0
> c1ccc(SCc2cn(C[C@H]3CC[C@@H]([C@@H]4CC[C@H](Cn5cc(CSc6ccccc6)nn5)O4)O3)nn2)cc1
  2	8	3	8	13	11	2	1.6	-1
> CCOc1ccc(Br)cc1S(=O)(=O)Nc1ccc(NC(=O)c2ccccc2F)cc1
  1	7	-4	17	-3	8	-7	0.4	0
> C=CCNC(=S)/N=c1/ccccn1CC
  1	14	1	0	-1	11	1	-1.1	0
> CN(CC(=O)Nc1ccc(Cl)c(C(F)(F)F)c1)C(=O)Cc1c[nH]c2ccccc12
  5	-3	4	0	8	1	-3	-2.3	11
> Cc1ccccc1-n1c(SC2CCOC2=O)nnc1-c1ccncc1 (stereo not given)
  6	1	1	3	1	-1	-6	-1.9	-1
> Cc1cc(C)c(S(=O)(=O)Nc2ccc(C(=O)O)cc2)cc1S(=O)(=O)Nc1ccc(C(=O)O)cc1
  7	12	-2	3	4	5	3	-1.4	0
> CCCOc1ccc(-c2c(C(=O)N/N=C/c3cccnc3)nnn2-c2nonc2N)cc1
  5	8	0	14	-2	22	-8	-0.1	19
> CCCC(=O)OCC(=O)Nc1cc([N+](=O)[O-])ccc1OC
  2	2	1	1	0	6	2	-0.1	-3
> Cc1cc(C)c2nc(N3CCC(C(=O)N4CCN(C(=O)c5ccco5)CC4)CC3)sc2c1
  4	4	3	11	4	4	5	-0.1	0
> COc1ccc(CC(=O)OCC(=O)Nc2ncc(Cl)cc2Cl)cc1OC
  5	2	5	6	0	3	-2	1.8	-2
> O=C(N/N=C/c1ccccc1O)c1ccc2c(c1)OCO2
  -1	1	12	0	5	9	1	2.9	31
> CCCN(C(=O)c1cc(-c2ccco2)nc2ccccc12)c1c(N)n(Cc2ccccc2)c(=O)[nH]c1=O
  8	11	1	14	4	24	1	-2.3	0
> O=C1c2ccccc2S(=O)(=O)N1Cc1nc2ccccc2s1
  7	4	-1	4	7	4	4	-0.8	-3
> CCOC(=O)C(Cc1ccccc1)C(=O)Nc1cccc2ccccc12 (stereo not given)
  -2	1	3	0	5	9	8	-2.0	6
> Cc1oc(-c2ccccc2F)nc1CSCC(=O)NC1CC1
  0	4	2	6	7	4	0	0.3	0
> CCc1nc(-c2ccccc2)cc(=O)[nH]1
  3	3	-3	40*	-1	3	2	-4.9	0
> Cc1ccc(C(=O)NCc2nnc3c(C(F)(F)F)cc(Cl)cn23)o1
  4	5	-2	5	1	5	4	0.1	0
> Cn1c(SCC(=O)c2c(N)n(C)c(=O)n(C)c2=O)nnc1-c1ccccc1
  6	-3	5	-1	3	1	-3	0.3	2
> COc1ccc(C(=O)c2cnc[nH]2)cc1OC
  1	3	3	0	4	3	3	0.3	2
> COc1ccccc1CC(=O)NNS(=O)(=O)c1ccccc1[N+](=O)[O-]
  -3	2	0	2	0	-8	-2	1.0	2
> CCOC(=O)N1CCC(NC(=O)c2cc(S(=O)(=O)N3CCc4ccccc43)cn2C)CC1
  -2	4	-1	3	-3	-1	10	0.2	2

(cont.)
Below each compound – GLD-1 TGE inh	Bcl-xL primary	Fam108B counter	pPAFAH FP inh	PAFAH1B2 inh	MCL1-BIM inh	PME-1 inh	MEX-5 binding	AHR activator
> CCOC(=O)CN1C(=O)S/C(=C/c2ccc(N3CCCCC3)o2)C1=O
  -156	-125	-12	1	-8	-197	-24	?	-1
> Cc1ccc(C(=O)Nc2ccc(Cc3ccncc3)cc2)cc1[N+](=O)[O-]
  4	-3	-6	-2	3	-1	0	.	-8
> Clc1ccc(Cn2nnc3ccccc32)cc1
  6	-1	2	3	0	4	3	0.4	-2
> CC(=O)c1sc(NC(=O)c2ccc(C)cc2)nc1C
  8	7	-1	1	0	2	-5	-1.5	-11
> COc1ccc(C(=O)c2cnc3ccccc3c2-c2ccccc2)cc1
  1	7	-1	5	-2	5	0	-0.2	12
> CC(C)CCNC(=O)C(C)N(Cc1ccc(F)cc1)C(=O)c1ccc(CN2CCOCC2)o1 (stereo not given)
  3	5	1	1	-6	-6	2	0.3	0
> CC(C)n1c(O)c(N=Nc2ccc(Cl)nn2)c2ccccc21
  -2	2	0	5	0	-1	2	-1.7	8
> Cc1ccc(S(=O)(=O)N2CCCCC2CCNC(=O)C(=O)NCc2ccccc2)cc1 (stereo not given)
  1	5	3	15	7	5	3	0.8	0
> Cc1ccc(N2NC3(CCN(C(N)=O)CC3)NC2=O)cc1
  6	13	2	0	.	6	1	-0.7	6
> Nc1nc(SCC(=O)Nc2ccc(Cl)cc2C(F)(F)F)n[nH]1
  5	1	3	4	0	3	2	-0.3	-6
> Cc1cc(C)nc(-n2nc(C)cc2NC(=O)c2cccc(S(=O)(=O)N(C)C)c2)n1
  -3	-3	5	1	.	4	6	-0.9	3
> O=C1OCCC1Sc1nc2ccccc2c(=O)n1Cc1ccc(F)cc1 (stereo not given)
  10	4	-6	6	1	5	4	-0.4	0
> Cc1nc(Cl)c2c(n1)N(CC(N)=O)C(=O)CO2
  7	1	-3	4	2	1	-4	1.3	1
> COC(=O)Cn1ncc2c3ccccc3n(C)c2c1=O
  -5	3	4	-1	0	7	0	-1.0	-3
> COc1ccc(-c2noc(CCCC(=O)NC3CCCCC3)n2)cc1OC
  -4	4	-3	2	3	-2	-5	-0.3	-2
> CCOC(=O)c1cnn2c(C)cc(-c3ccccc3)nc12
  4	1	2	-1	3	2	0	0.8	0
> Cc1cc(Cl)c(OCCOCCN2CCC(C)CC2)c(Br)c1
  5	4	0	5	-3	11	0	-0.4	1
> CCOC(=O)c1sc(NC(C)=O)c(C(=O)OCC)c1C
  0	-4	3	1	4	4	1	0.5	1
> CC1CC(C)(C)CC2(C1)NC(=O)N(CC(=O)NCCc1c[nH]c3ccccc13)C2=O (stereo not given)
  5	-2	1	-3	6	-2	-9	1.3	20
> Cc1ccccc1OCC(=O)OCC(=O)NCCc1ccccc1
  5	-1	.	4	7	2	-1	.	0
> c1ccc(-c2ncnc3cc4n(c23)CCC4)cc1
  1	5	4	4	0	-2	-3	-1.6	2
> CN(CC1CCCO1)S(=O)(=O)c1ccc(C(=O)N2CCN(c3ccccc3)CC2)cc1 (stereo not given)
  -1	3	-1	1	1	8	-2	-2.8	0
> CN(CCOc1ccc(Cl)cc1)C(=O)c1cc([N+](=O)[O-])ccc1N1CCOCC1
  -1	8	2	-1	5	9	3	1.0	-2
> COc1ccccc1NC(=O)/C(C#N)=C/c1cccnc1
  -5	11	0	2	6	5	4	-2.7	10
> C=CCNC(=S)NNC(=O)COc1cccc(Cl)c1
  -4	-1	-2	4	6	-7	-2	0.7	6
> COc1ccc(C(=O)CCC(=O)NCCc2c[nH]c3ccccc23)cc1
  -7	7	2	3	3	-1	-2	-0.5	10
> O=C1C=C(c2ccc(C(=O)O)cc2)C[C@@H](c2ccc(Cl)cc2)C1
  -2	2	.	5	14	7	3	.	0
> COc1ccc(NS(=O)(=O)c2cc(NC(=O)Cc3c(F)cccc3Cl)ccc2OC)cc1
  0	4	.	1	2	2	-17	.	-1
> COc1ccc(N(CC(=O)Nc2cccc(C)c2)S(=O)(=O)c2ccc(C)cc2)cc1OC
  -1	3	-1	-2	0	6	0	2.1	6
> Cc1ccccc1CN1C(=O)/C(=C\c2ccc(C(=O)NCCN3CCOCC3)cc2)Sc2ccccc21
  2	4	-13	21	2	2	-11	2.4	5

Some of the compounds tested; rates above refer to the full screens.
